Compound activity: PubChem BioAssay, The Scripps Research Institute Molecular Screening Center
hgDAF-12 ag: agonists of H. glycines DAF-12 nuclear receptor; HEK293 GAL4-hgDAF12 UAS-luciferase reporter, agonist luminescence; normalized to butyrate control; actives 1.8% (n = 370,000); activation, % at 6.8 µM; AID 687014;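 active means activation above a cutoff set at the mean of all screened compounds plus 3 SD, cut at about 10% in these data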;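 further: 0% = DMSO wells and 100% = sodium butyrate wells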
sPLA2-III inh: Inhibits HGIII-sPLA2 liposome hydrolysis, primary screen; Q9NZ20; QFRET BODIPY PC-A2 liposome hydrolysis, fluorescence; inhibition, % at 12.2 µM; actives 0.56% (n = 370,000);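 active means inhibition above mean plus 3 SD of compounds lying within the high and low control bounds, cut at about 19% in these data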;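 further: 0% = median of test compound wells and 100% = no enzyme DMSO wells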
DAX1 inh-1: inhibits human nuclear receptor DAX1; HEK293 Gal4-DAX1 luciferase reporter, luminescence; inhibition, % at 6.75 µM; actives 0.99% (n = 340,000); AID 504766;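 active means inhibition above the mean over all tested compounds plus 3 SD, cut at about 4.2% in these data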;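 further: 0% = DAX1-transfected cells with DMSO and 100% = empty-vector control cells with DMSO; inhibition shows as a rise in luminescence from relieved DAX1 repression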
hcDAF12 agonist: activators of H. contortus DAF-12 nuclear receptor. HEK293 hcDAF-12 lit1-tk-luc reporter, luminescence; 0% DMSO, 100% Δ7-dafachronic acid. activation, % at 6.8 µM. actives 1.4% (n = 370,000);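 active means activation above the mean of all tested compounds plus 3 SD, cut at about 5.5% in these data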;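 further: 100% = response to 3 µM Δ7-dafachronic acid high control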
PLCg1 inh: inhibitors of human phospholipase C gamma1. actives 0.84% (n = 370,000). inhibition, % at 12.2 µM. P19174. purified PLC-gamma1, fluorogenic substrate, fluorescence; in the data active means inhibition above about 9.5%
Target sequence (P19174 whole entry, looked up): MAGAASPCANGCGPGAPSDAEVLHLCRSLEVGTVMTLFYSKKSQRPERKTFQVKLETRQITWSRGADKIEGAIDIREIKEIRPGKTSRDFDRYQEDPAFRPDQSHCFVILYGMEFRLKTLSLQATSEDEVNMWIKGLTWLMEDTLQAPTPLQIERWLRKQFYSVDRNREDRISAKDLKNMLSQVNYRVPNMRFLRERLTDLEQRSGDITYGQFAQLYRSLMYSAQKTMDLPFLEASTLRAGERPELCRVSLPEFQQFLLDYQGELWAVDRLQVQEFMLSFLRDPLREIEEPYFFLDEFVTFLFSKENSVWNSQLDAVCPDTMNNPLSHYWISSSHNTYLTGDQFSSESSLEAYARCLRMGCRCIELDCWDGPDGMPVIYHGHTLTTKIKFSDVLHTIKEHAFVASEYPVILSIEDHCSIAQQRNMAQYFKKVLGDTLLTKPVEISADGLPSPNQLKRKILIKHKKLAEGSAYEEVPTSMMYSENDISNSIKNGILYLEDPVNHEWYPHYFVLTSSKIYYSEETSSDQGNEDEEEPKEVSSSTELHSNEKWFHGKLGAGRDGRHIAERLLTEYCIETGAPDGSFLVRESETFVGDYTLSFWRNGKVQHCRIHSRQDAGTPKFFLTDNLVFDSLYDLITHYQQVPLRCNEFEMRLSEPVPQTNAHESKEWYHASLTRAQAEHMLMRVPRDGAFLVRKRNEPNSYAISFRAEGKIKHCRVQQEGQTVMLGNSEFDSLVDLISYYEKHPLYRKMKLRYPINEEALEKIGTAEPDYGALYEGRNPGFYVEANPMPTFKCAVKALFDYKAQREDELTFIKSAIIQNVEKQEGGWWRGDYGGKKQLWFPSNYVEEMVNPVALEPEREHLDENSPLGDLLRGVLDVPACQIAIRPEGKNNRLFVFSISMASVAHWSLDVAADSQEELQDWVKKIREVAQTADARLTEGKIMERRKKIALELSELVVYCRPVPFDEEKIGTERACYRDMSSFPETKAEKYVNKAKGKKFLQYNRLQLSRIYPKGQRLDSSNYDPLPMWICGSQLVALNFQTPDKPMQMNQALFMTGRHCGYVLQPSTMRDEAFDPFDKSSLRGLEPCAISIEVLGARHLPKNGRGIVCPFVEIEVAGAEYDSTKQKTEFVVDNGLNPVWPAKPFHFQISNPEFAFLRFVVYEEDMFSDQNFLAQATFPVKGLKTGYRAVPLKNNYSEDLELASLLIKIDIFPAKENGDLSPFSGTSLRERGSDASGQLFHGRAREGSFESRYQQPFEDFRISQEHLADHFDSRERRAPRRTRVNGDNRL
FXN GAA850 act: frataxin GAA850 promoter activation. HEK293 lucGAA850 FXN promoter luciferase reporter, 24 h; percent of 10 µM SAHA response. actives 0.56% (n = 360,000). activation, % at 6 µM;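 active means activation above the average of all compounds screened plus 3 SD, cutoff fixed separately per campaign, cut at about 7.5% in these data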;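 further: 0% = DMSO wells and 100% = 10 µM SAHA wells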
ADAM17 inh: ADAM17 inhibition, QFRET primary screen. inhibition, % at 6.95 µM. AID 720648. recombinant ADAM17, EDANS/DABCYL FRET peptide cleavage. P78536. actives 0.83% (n = 370,000);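 active means inhibition above the mean of compounds lying between control limits plus 3 SD, set per campaign, cut at about 8.5% in these data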;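 further: 0% = DMSO-only wells as the low control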
ADAM10 inh: ADAM10 inhibition, QFRET primary screen; inhibition, % at 7 µM; actives 0.62% (n = 370,000); AID 720582; recombinant ADAM10, EDANS/DABCYL FRET peptide cleavage, 3 h;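 active means inhibition above a per-campaign cutoff equal to the mean of compounds falling between control-based bounds plus 3 SD, cut at about 20% in these data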;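 further: 0% = DMSO wells while the 100% control is not disclosed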
DAX1 inh-2: inhibitors of DAX1 repression of SF-1 activated StAR promoter; HEK293T StAR-luciferase reporter, SF-1/DAX-1 repression relief; inhibition, % at 6.8 µM; actives 1.1% (n = 370,000); AID 652010;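 active means inhibition above the mean over all tested compounds plus 3 SD, cut at about 3.6% in these data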;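 further: 0% = DAX-1 cells with DMSO and 100% = cells lacking DAX-1 with DMSO; higher inhibition means more luminescence from relief of DAX-1 repression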
ssDAF12 agonist: activates DAF-12 receptor from parasite S. stercoralis. HEK293 ssDAF-12/GRIP1 lit1-tk-luc reporter, luminescence; % of 3 µM dafachronic acid response. activation, % at 6.8 µM. actives 1% (n = 370,000);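 active means activation above the mean over all tested compounds plus 3 SD, cut at about 0.9% in these data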;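 further: 0% = DMSO-only wells and 100% = 3 µM delta7-dafachronic acid wells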
PLCb3 inh: PLC-beta3 (human) inhibition, primary screen; AID 720704; Purified PLC-beta3, fluorogenic substrate, fluorescence; inhibition, % at 12.2 µM; actives 0.18% (n = 370,000); in the data active means inhibition above about 11%;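 further: 0% = median of compound wells on plate and 100% = full blocker control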
An asterisk follows results filed as active; x = not tested or not shown. Hits appear at their usual frequency; 6.9% or so of the library scored in one or more.

Order of values: PLCb3 inh | ssDAF12 agonist | DAX1 inh-2 | sPLA2-III inh | PLCg1 inh | FXN GAA850 act | ADAM10 inh | hcDAF12 agonist | hgDAF-12 ag | ADAM17 inh | DAX1 inh-1
CN(C)c1cccc(C(=O)N2CCCC(C(=O)c3cc(F)ccc3F)C2)c1 (configuration not stated)
→ -5.9 | -1.6 | 0.0 | 0.6 | 1.1 | 1.2 | 10.4 | -0.4 | -1.4 | 2.3 | -0.3
Cc1cc(=O)oc2cc(OC(C(=O)O)c3ccccc3)ccc12 (configuration not stated)
→ -20.5 | -1.2 | -0.2 | 8.9 | -11.6 | 1.7 | -78.6 | -1.6 | 2.0 | -33.4 | 0.2
COc1cc(/C=C/C(=O)O)cc(S(=O)(=O)NNC(=O)c2cc(C)oc2C)c1OC
→ -5.3 | -0.4 | -0.3 | 10.8 | -0.9 | 1.2 | -25.6 | 0.3 | -1.3 | -7.3 | 0.0
O=C(CN(CC1CCCO1)C(=O)CCC(=O)Nc1ccccn1)NCc1ccccc1 (configuration not stated)
→ 3.5 | -0.3 | -1.0 | 3.2 | 3.9 | -0.1 | 1.6 | -1.9 | -0.5 | 1.2 | 1.7
CCc1ccc(CN(C(=O)c2cccs2)C2CCS(=O)(=O)C2)cc1 (configuration not stated)
→ -8.2 | -1.6 | -0.5 | 1.4 | 0.2 | 1.5 | -4.5 | -0.7 | -0.7 | -2.9 | 2.1
Cc1ccc(O)c(NC(=S)NC(=O)c2ccc(-c3ccc(Cl)cc3)o2)c1
→ -10.6 | -0.6 | 0.7 | -2.8 | -11.8 | 1.2 | -28.0 | 1.8 | 3.1 | -18.7 | 0.0
O=C(COC(=O)COc1cccc2ccccc12)NCC(F)(F)F
→ 1.3 | -0.4 | -1.0 | -10.1 | 0.1 | -0.6 | 4.4 | 1.8 | 1.4 | 1.0 | -0.2
Nc1ccccc1Nc1nc2ccccc2[nH]1
→ -10.0 | -0.7 | -0.1 | -3.1 | 1.0 | -1.3 | -6.6 | 5.4 | 5.6 | -1.4 | 1.1
O=C(Nc1cc([N+](=O)[O-])ccc1F)c1cccs1
→ 2.4 | -1.1 | -0.1 | -2.0 | -0.6 | 0.0 | 2.6 | -2.0 | 1.2 | 1.9 | -1.6
Cc1ccccc1NC(=S)NC(NC(=O)c1ccco1)C(Cl)(Cl)Cl (configuration not stated)
→ 0.8 | -1.6 | -0.4 | 1.2 | 1.4 | -2.1 | -2.4 | 2.9 | -0.9 | 0.1 | 2.0
COc1ccc(-n2c(O)c(C=Nc3ccccc3)c3ccccc3c2=O)cc1
→ 2.1 | -1.7 | 0.2 | 0.5 | 1.6 | 1.1 | 1.8 | -0.2 | 1.3 | -2.2 | -0.1
CCSc1nnc(NC(=O)CSc2nnc(Cc3cccn3C)n2-c2ccc(F)cc2)s1
→ -0.6 | -0.7 | -0.5 | -45.4 | 1.4 | -0.1 | 9.1 | 0.1 | 0.4 | 0.0 | -0.4
Cc1cnccc1CNC(=O)C1CCC(=O)N(Cc2ccc(Cl)cc2)C1 (configuration not stated)
→ -3.1 | -0.6 | 0.1 | -7.8 | -0.7 | 0.3 | 1.2 | 0.2 | 1.8 | -1.9 | -0.9
COc1ccc(Cl)cc1N(C)C(=O)CCc1nc(-c2ccc(C)cc2)no1
→ -3.1 | -1.4 | -1.0 | -12.6 | 1.6 | 0.8 | 8.3 | -0.6 | -3.5 | 1.3 | -0.9
O=S1(=O)CCN(C2CC2)CC1
→ 0.1 | -1.4 | -0.6 | 1.9 | 3.6 | -0.3 | -0.2 | -0.4 | 0.7 | -1.7 | 1.8

Next part, overlapping the part above by two compounds.
Order of values: PLCb3 inh | ssDAF12 agonist | DAX1 inh-2 | sPLA2-III inh | PLCg1 inh | FXN GAA850 act | ADAM10 inh | hcDAF12 agonist | hgDAF-12 ag | ADAM17 inh | DAX1 inh-1
COc1ccc(Cl)cc1N(C)C(=O)CCc1nc(-c2ccc(C)cc2)no1
→ -3.1 | -1.4 | -1.0 | -12.6 | 1.6 | 0.8 | 8.3 | -0.6 | -3.5 | 1.3 | -0.9
O=S1(=O)CCN(C2CC2)CC1
→ 0.1 | -1.4 | -0.6 | 1.9 | 3.6 | -0.3 | -0.2 | -0.4 | 0.7 | -1.7 | 1.8
O=C(CC(CC(=O)c1ccccc1)c1ccco1)c1ccccc1
→ -1.6 | 0.1 | -0.6 | -10.6 | 2.4 | 1.3 | -11.8 | 0.1 | 5.4 | -2.0 | 1.6
CC1(C(=O)NCc2ccccn2)CCN1C(=O)Cc1ccc(Cl)cc1Cl (configuration not stated)
→ 1.2 | -1.7 | 0.4 | -0.6 | -0.8 | 1.7 | -10.9 | 0.7 | -0.1 | -2.6 | x
COc1cc(-c2coc3c(C(=O)NCc4ccccc4)cccc23)ccc1O
→ -5.3 | -1.4 | -2.1 | -3.3 | -1.9 | 0.5 | 11.8 | -1.7 | -2.8 | 0.6 | x
COc1ccc(NC(=O)C(c2ccc(OC)cc2)N(Cc2ccco2)C(=O)CC2NC(=O)NC2=O)cc1 (configuration not stated)
→ -6.7 | -2.4 | -1.2 | -9.6 | 2.4 | 0.1 | -2.3 | -0.8 | -0.4 | -3.8 | -0.5
COc1ccccc1C(=O)OCC(=O)Nc1ccccc1OC(F)F
→ -4.7 | -1.7 | -0.2 | 4.5 | 5.8 | 0.8 | -2.6 | -0.8 | 0.3 | -0.9 | -1.3
CC(C)CN(C(=O)CN1CCN(S(=O)(=O)c2ccc3ccccc3c2)CC1)c1c(N)n(CC(C)C)c(=O)[nH]c1=O
→ 8.1 | -2.0 | 0.3 | 1.3 | -0.6 | 0.8 | -2.8 | 0.7 | 2.5 | 1.0 | -0.5
Cc1ccc(CN2CCN(Cc3cn[nH]c3-c3cccc(F)c3)CC2CCO)o1 (configuration not stated)
→ -11.4 | -1.2 | -0.1 | -8.6 | -1.8 | 2.1 | -4.7 | 0.7 | -2.4 | -4.9 | 0.3
CCCN(CC1COc2ccccc2O1)C(=S)Nc1ccc(C)cc1 (configuration not stated)
→ 3.5 | -0.5 | 0.6 | 6.7 | -1.0 | 1.7 | 7.4 | 1.6 | 1.5 | 4.4 | -1.2
CCN(CC(=O)Nc1ccc(NC(C)=O)cc1)C(=O)Cc1ccc(Cl)c(Cl)c1
→ -2.7 | -1.1 | -0.3 | -6.4 | 0.6 | -0.9 | -5.1 | -1.9 | -2.2 | -2.1 | 0.7
CCc1ccc(Nc2nc(C)cc(C)c2C(N)=O)cc1
→ -0.1 | -0.1 | 0.4 | -0.7 | -1.4 | 0.1 | -2.8 | -0.5 | -0.7 | -1.5 | -1.9
CC(NC(=O)COC(=O)C1CCC1)c1ccccc1 (configuration not stated)
→ -6.5 | -1.2 | 2.3 | 11.3 | 0.9 | -0.5 | 1.8 | 0.6 | 0.9 | -2.1 | -1.5
CC(=O)OCC(=O)[C@H]1CC[C@H]2[C@@H]3CCC4=CC(=O)CC[C@]4(C)[C@H]3CC[C@]12C
→ 1.1 | -1.8 | 0.8 | 1.9 | 1.6 | 1.6 | -10.1 | -3.1 | -3.6 | -5.9 | 0.1
O=C(Nc1ccccc1C(F)(F)F)c1cc(S(=O)(=O)N2CCOCC2)ccc1F
→ -3.5 | -1.7 | -0.7 | 0.6 | 0.7 | -3.8 | -0.8 | -0.7 | 0.0 | -6.1 | -0.4
CC(C)(C)c1ccc(-c2nnc3sc(-c4ccncc4)nn23)cc1
→ -10.6 | -1.8 | -1.0 | -1.2 | -4.8 | 4.9 | -8.1 | -1.6 | -2.9 | -3.4 | -1.3
CCCCN(C(=O)/C=C/c1ccco1)c1c(N)n(CC(C)C)c(=O)[nH]c1=O
→ 3.0 | -1.2 | 0.7 | 1.5 | -2.1 | -0.5 | -5.5 | -0.8 | -2.3 | -3.4 | -0.1
Cc1cccc(N2C(=O)c3ccc(C(=O)Nc4ccccn4)cc3C2=O)c1
→ -10.9 | -0.8 | -0.1 | 7.4 | -1.5 | 0.9 | 1.8 | 1.2 | 3.7 | -7.0 | -0.3
CC(=O)N1CCc2cc(Br)cc(S(=O)(=O)NCCN3CCCCC3C)c21 (configuration not stated)
→ -4.2 | -0.7 | -0.1 | 0.7 | 2.2 | -1.5 | 4.4 | -0.2 | -0.9 | -2.8 | -0.8
O=C(COC(=O)/C=C/c1ccc(S(=O)(=O)N2CCOCC2)cc1)NCc1ccc(Cl)cc1
→ -8.4 | -1.2 | -0.1 | 5.8 | 1.4 | 1.7 | -1.6 | -0.6 | 3.4 | -4.1 | 1.0
Cc1noc(C)c1S(=O)(=O)N1CCCC(C(=O)Nc2cccnc2)C1 (configuration not stated)
→ 3.5 | -1.2 | 1.0 | -1.0 | -3.9 | 0.2 | -2.1 | -0.4 | 3.8 | -1.5 | -1.2
O=C(O/N=C1\CCCc2ccccc21)C1CC1
→ -6.2 | -1.4 | 0.6 | -0.9 | -0.5 | 0.9 | -5.3 | -0.2 | 1.6 | -2.6 | -0.2
O=[N+]([O-])c1cc2c(cc1/C=N/n1cnnc1)OCO2
→ 1.3 | -1.4 | -0.6 | -3.9 | 2.1 | 1.5 | -2.6 | -1.2 | -1.4 | -1.0 | 0.1
COc1ccc(C(=O)N/C(=C\c2cc(OC)c(OC)cc2[N+](=O)[O-])C(=O)NCCO)cc1
→ -11.9 | -1.1 | 0.6 | -0.7 | -2.3 | -0.9 | -1.4 | -0.4 | -0.2 | -0.7 | 0.4
C=CCN(CC=C)CC(O)CN(c1cc([N+](=O)[O-])ccc1OC)S(=O)(=O)c1ccccc1 (configuration not stated)
→ 4.5 | -0.3 | 3.8* | -12.2 | 3.4 | -3.2 | 8.5 | 1.2 | 2.4 | 7.2 | 0.0
CCOc1ccc(NC(=S)N(CCN2CCOCC2)Cc2cc3cc4c(cc3[nH]c2=O)OCCO4)cc1
→ -36.2 | -1.8 | -0.2 | -0.5 | -21.6 | 0.9 | -136.8 | 0.5 | -1.4 | -46.6 | -1.7
Cc1cccc(NC(=O)C2CCN(S(=O)(=O)c3cccc4cccnc34)CC2)c1
→ 1.4 | -1.2 | -1.3 | -6.4 | -1.0 | -1.9 | -12.7 | -1.7 | 1.1 | -2.0 | 1.2
COc1ccc(-c2noc(CN(C(=O)c3ccc(OC(C)=O)cc3)C(C)C)n2)cc1OC
→ -1.3 | -1.3 | 0.2 | -9.7 | -0.1 | 3.6 | -11.3 | -1.4 | -2.6 | -8.9 | -1.5
Nc1nc(Nc2ccccc2)n[nH]1
→ -6.3 | 0.0 | 0.5 | 11.6 | 4.4 | 1.0 | -6.9 | -0.5 | 4.3 | -3.9 | 0.5
Nc1ccc(F)c(CN2CCN(c3ncc(Cc4ccccc4)cn3)CC2)c1
→ -1.1 | -1.7 | -2.9 | 1.1 | -0.7 | x | -9.0 | -2.7 | -6.4 | -1.5 | x
CCOc1ccccc1CN1CCNC(=O)C1CC(=O)N(C)CCc1ccccn1 (configuration not stated)
→ -10.9 | -0.6 | 1.3 | 13.1 | -4.6 | 0.9 | -3.0 | -0.3 | 1.4 | -4.2 | 1.6
